Assay outcomes as filed in PubChem.
TRb SRC2 PPI – TRbeta-SRC2 interaction inhibition; Potency, µM (series often up to 106 µM), for inactives: at the top dose activity change, negative = inhibition, usual class: inhibitors; TRbeta-SRC2 peptide binding, fluorescence polarization; receptor liganded with 1 µM T3; actives 0.065% (n = 280,000); P10828;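 also: plate controls were bound peptide for no effect and peptide without receptor for full effect; nearly all actives have a fitted effect of over 50% in size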
Target sequence (P10828 whole entry, looked up): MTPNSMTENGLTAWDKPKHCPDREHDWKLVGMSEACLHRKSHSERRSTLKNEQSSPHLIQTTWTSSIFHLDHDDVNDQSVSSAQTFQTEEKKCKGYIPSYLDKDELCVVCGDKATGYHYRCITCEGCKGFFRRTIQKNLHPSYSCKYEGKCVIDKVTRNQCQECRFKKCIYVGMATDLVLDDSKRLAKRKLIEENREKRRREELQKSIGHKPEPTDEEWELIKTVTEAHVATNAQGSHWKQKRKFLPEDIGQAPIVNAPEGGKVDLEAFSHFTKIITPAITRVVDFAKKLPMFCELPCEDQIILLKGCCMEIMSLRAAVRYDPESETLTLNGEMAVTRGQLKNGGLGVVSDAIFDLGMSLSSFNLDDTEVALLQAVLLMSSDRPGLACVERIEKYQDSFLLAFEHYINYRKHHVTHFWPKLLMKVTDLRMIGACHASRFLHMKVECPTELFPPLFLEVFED
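Fluorescence polarization of 20 nM Texas Red SRC2 peptide (20-aa NR interaction domain) bound to 0.6 uM human TRb ligand-binding domain, with 1 uM T3, after 5 hr at ambient temperature; inhibition seen as decreased polarization.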
Tau FP inhib – blocks human tau fibril formation measured by polarization; P10636; K18 P301L tau heparin fibrillization, Alexa594 FP, 6 h; Potency, µM (series often up to 57.7 µM), without a hit: at the highest dose activity, negative = inhibition, hits mostly inhibitors; actives 0.39% (n = 280,000); AID 1468; also: nearly all actives have a fitted effect of over 55% in size
Target sequence (P10636 561-689 P618L limits assumed): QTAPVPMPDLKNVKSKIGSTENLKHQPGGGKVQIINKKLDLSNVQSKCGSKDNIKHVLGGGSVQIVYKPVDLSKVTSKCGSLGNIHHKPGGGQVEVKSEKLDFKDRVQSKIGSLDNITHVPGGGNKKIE
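FP of Alexa 594-tau after heparin (20 uM) induction. Substrate: human K18 P301L, 15 uM unlabeled, 0.24 uM labeled. Buffer 100 mM sodium acetate pH 7. 6 hr, 37 C.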
ALDH1A1 block – ALDH1A1 (human) enzyme inhibition; AID 1030; Potency, µM (highest dose often 75.3 µM), for the others: top-dose activity, negative = inhibition, usual class: inhibitors; Purified ALDH1A1, NADH fluorescence, propionaldehyde substrate; actives 7.3% (n = 220,000); P00352; active = well fitted inhibition curve with a large enough effect, not every such curve was filed as active; inconclusive = small, poorly fitted or top-dose-only effect, or another doubt; inactive = no such curve, though single readings can be large or run the other way;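 also: plate controls were no enzyme wells and a reference inhibitor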
Tau ThT inhib – tau fibrillization inhibition (ThT binding); P10636; recombinant tau K18 P301L, heparin-induced fibrillization, ThT fluorescence; Potency, µM (series often up to 57.4 µM), for inactives: top-dose activity, negative = inhibition, usual class: inhibitors; actives 2.1% (n = 270,000); AID 1460; also: nearly all actives have a fitted effect of over 55% in size
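Tau K18 P301L fragment (15 uM unlabeled plus 0.24 uM Alexa 594-labeled) in 100 mM sodium acetate pH 7 with compound, fibrillization induced by 20 uM heparin for 6 hr at 37 C. Thioflavin T (30 uM) added, fluorescence read after 1 hr (ex 450, em 510 nm).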
aGal spleen mod – inhibits or activates alpha-galactosidase in human spleen homogenate. P06280. human spleen homogenate, 4MU-alpha-Gal fluorescence, 40 min. Potency, µM (series often up to 80 µM), inactives show top-dose activity change, negative = inhibition, most hits filed as inhibitors. actives 0.008% (n = 240,000);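 also: 0% = enzyme with vehicle and -100% = no enzyme basal signal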
Target sequence (P06280 32-429 limits assumed): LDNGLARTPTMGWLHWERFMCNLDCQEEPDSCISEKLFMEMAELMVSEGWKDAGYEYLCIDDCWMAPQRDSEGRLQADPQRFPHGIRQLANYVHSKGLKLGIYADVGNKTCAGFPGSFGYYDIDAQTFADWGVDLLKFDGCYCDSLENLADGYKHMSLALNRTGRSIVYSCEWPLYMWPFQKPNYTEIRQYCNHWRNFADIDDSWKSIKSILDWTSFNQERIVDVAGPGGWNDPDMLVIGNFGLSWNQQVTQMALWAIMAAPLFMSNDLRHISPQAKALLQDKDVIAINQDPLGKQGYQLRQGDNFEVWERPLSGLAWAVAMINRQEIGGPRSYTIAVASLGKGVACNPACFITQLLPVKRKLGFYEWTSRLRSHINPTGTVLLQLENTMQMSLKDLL
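Human spleen homogenate (1 ug) as enzyme source, 4-methylumbelliferyl-alpha-D-galactopyranoside 1 mM final, citrate/phosphate pH 5.0 with 0.01% Tween-20. Compounds 40 min at 37C, NaOH/glycine stop; fluorescence Ex 365/Em 440, Hill-fit AC50.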
TR SRC2 fluor cs – counter-screen for TRb-SRC2 inhibitors: fluorescence interference; TRb/SRC2 Texas Red total fluorescence interference; Potency, µM (series often up to 106 µM), for inactives: top-dose fluorescence change, negative = quenching; actives 0.29% (n = 280,000); AID 1479; active = well fitted curve in either direction with a large enough effect; inconclusive = small, poorly fitted or top-dose-only effect
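Human TRβ ligand-binding domain (0.6 uM) and Texas Red SRC2 peptide (20 nM) in Tris buffer with 1 uM T3 and 5% DMSO were incubated with pinned compound for 5 hr at ambient temperature. Total fluorescence was computed as S + 2P (555/632 nm).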
Tau fluor counter – counter-screen for tau fibril formation inhibitors; tau K18 P301L (four-repeat tau fragment) Alexa594 fluorescence, heparin fibrillization; actives 0.93% (n = 280,000); Potency, µM (top dose mostly 57.7 µM), inactives show top-dose activity change, negative = decrease; also: nearly all actives have a fitted effect of over 55% in size
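Human K18 P301L tau (15 uM unlabeled plus 0.24 uM Alexa 594-labeled, final) in 100 mM sodium acetate pH 7 was mixed with compound and 20 uM heparin and incubated 6 hr at 37 C.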
L3MBTL1 inh – inhibitors of human L3MBTL1. Q9Y468. actives 0.66% (n = 230,000). AID 485360. AlphaScreen L3MBTL1–H3K9me1 peptide binding. Potency, µM (top dose mostly 57.1 µM), for the others: at the highest dose activity, negative = inhibition, hits mostly inhibitors; also: nearly all actives have a fitted effect of over 60% in size
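AlphaScreen assay: L3MBTL1 (50 nM final) was preincubated 30 min at room temperature with biotinylated H3(1-15)K9me1 peptide (75 nM final), then 30 min with library compounds; streptavidin donor and nickel chelate acceptor beads (10 ug/mL final) added, 30 min dark.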
Numbers without * were called inactive; ? = inconclusive; . = not tested or not shown; & = joins results of further samples; [ ] = remark or other dose. Unless noted, calls follow the shape of the dose curve; as a rule, active = well fitted curve in the direction sought with a large enough effect; inconclusive = small, poorly fitted or top-dose-only effect, or another doubt; inactive = no such curve, though single readings can be large; an effect the other way counts as inactive or inconclusive. Unless noted, % is scaled to controls: 0 for no effect and ±100 for the full control effect; potency is read from the fitted curve at half-maximal effect.

SMILES	TRb SRC2 PPI	Tau FP inhib	ALDH1A1 block	Tau ThT inhib	aGal spleen mod	TR SRC2 fluor cs	Tau fluor counter	L3MBTL1 inh
O=C(CSc1nnc(CNC(=O)c2cccs2)o1)NC1CCCC1	-5.2%	-9.9%	-2.5%	-5.5%	1.7%	-8.4%	-6.1%	0.1%
O=C(Cc1ccc(-n2cccc2)cc1)NC1CCCCCC1	-0.7%	0.2%	?	0.5%	-3.9%	3.3%	2.3%	-6.6%
C=CCn1c(=NC(=O)CC)n(C)c2ccccc21	-11.6%	-2.9%	17.6%	-1.7%	0.1%	0.5%	-0.7%	11.9%
O=C(NC1CCCCCCC1)C1CCN(S(=O)(=O)N2CCCC2)CC1	-3.4%	-0.2%	?	-5.0%	-2.8%	-6.0%	1.2%	-3.1%
COC(=O)c1sc2nc(C)c([N+](=O)[O-])c(C)c2c1N	-2.8%	-2.8%	6.5%	3.16µM*	-3.0%	-4.1%	-24.7%	-4.8%
CCOC(=O)CSc1nnc(-c2nnc(SCC(=O)OCC)n2CC)n1CC	-22.9%	-0.4%	?	-9.1%	-9.1%	0.1%	-2.7%	1.4%
Cn1c(-c2ccco2)n[nH]c1=S	-1.4%	7.0%	8.1%	2.9%	-6.5%	-1.2%	3.9%	8.3%
O=c1c(O)c(-c2ccc(O)cc2)oc2ccc(O)cc12	6.0%	-12.5%	-12.7%	?	-7.4%	-8.4%	-22.3%	.
O=C(CN1C2CCCC1CC(NC(=O)c1ccccc1)C2)NC1CC1 (stereo unspecified)	5.0%	4.5%	8.0%	-1.9%	4.8%	0.5%	-3.5%	.
O=C(Nc1ccccn1)C12CC3CC(CC(C3)C1)C2	1.0%	1.1%	-5.7%	-9.0%	5.6%	-0.3%	-3.1%	.

Single records, from the list above. Order of screens: TRb SRC2 PPI | Tau FP inhib | ALDH1A1 block | Tau ThT inhib | aGal spleen mod | TR SRC2 fluor cs | Tau fluor counter | L3MBTL1 inh
C=CCn1c(=NC(=O)CC)n(C)c2ccccc21 in the list: -11.6% | -2.9% | 17.6% | -1.7% | 0.1% | 0.5% | -0.7% | 11.9%
CCOC(=O)CSc1nnc(-c2nnc(SCC(=O)OCC)n2CC)n1CC in the list: -22.9% | -0.4% | ? | -9.1% | -9.1% | 0.1% | -2.7% | 1.4%
COC(=O)c1sc2nc(C)c([N+](=O)[O-])c(C)c2c1N in the list: -2.8% | -2.8% | 6.5% | 3.16µM* | -3.0% | -4.1% | -24.7% | -4.8%
O=C(CN1C2CCCC1CC(NC(=O)c1ccccc1)C2)NC1CC1 (stereo unspecified) in the list: 5.0% | 4.5% | 8.0% | -1.9% | 4.8% | 0.5% | -3.5% | .

Continuation:
SMILES	TRb SRC2 PPI	Tau FP inhib	ALDH1A1 block	Tau ThT inhib	aGal spleen mod	TR SRC2 fluor cs	Tau fluor counter	L3MBTL1 inh
Fc1ccc(-c2cc(C(F)(F)F)nc(-n3cccn3)n2)cc1	3.5%	5.6%	.	-0.5%	-7.0%	-3.2%	2.7%	23.0%
COC(=O)[C@@]1(Cc2ccc(OC)cc2)[C@H]2c3cc(C(=O)N(C)C)n(Cc4ccc(C)c(F)c4F)c3C[C@H]2CN1C(=O)c1ccccc1	1.7%	-3.4%	-7.6%	-17.6%	-5.5%	-5.5%	-16.0%	.
COc1ccc(CCNC(=O)C2CCN(S(=O)(=O)N3CCCCC3)CC2)cc1OC	3.3%	-3.9%	?	?	2.2%	-4.5%	-16.9%	-3.6%
CN(C)c1ccc(C(=S)N2CCN(Cc3ccccc3)CC2)cc1	-0.6%	-8.4%	31.6µM*	-5.1%	-19.6%	-3.1%	-18.5%	-24.3%
COc1ccc(NC(=O)c2cccc(OS(=O)(=O)N(C)C)c2)cc1	1.2%	-1.6%	3.98µM*	13.0%	2.2%	1.2%	7.1%	54.1%[activator]
O=C(c1ccc(Cl)cc1)c1cnc(-c2ccccc2)s1	-1.9%	-8.4%	20.2%	-5.7%	3.4%	-4.3%	0.9%	-0.9%
CC(OC(=O)c1ccccc1O)C(=O)Nc1cccc(Cl)c1 (stereo unspecified)	0.9%	-5.8%	?	6.4%	5.7%	-1.3%	-3.6%	5.5%
CC(=O)c1cccc(NC(=O)CN2C(=S)NC(C)(C)CC2C)c1 (stereo unspecified)	-0.6%	-1.0%	?	3.7%	3.1%	2.2%	1.2%	16.5%
O=C(CSc1nnc(-c2ccco2)o1)c1ccc(O)cc1O	-1.3%	-5.5%	?	-8.8%	4.8%	0.1%	-13.3%	-0.4%
COC(=O)c1ccc(COn2c(=O)c(C)[n+]([O-])c3ccccc32)cc1	4.7%	-1.4%	?	-17.2%	10.4%	3.3%	-9.7%	-1.1%
CC(C)CSc1ncnc2c1oc1nc3c(cc12)COC(C)(C)C3	-6.1%	-8.9%	?	-6.1%	0.0%	0.9%	-7.9%	.
N#Cc1cc2ccccc2nc1SCC(=O)Nc1ccccc1N1CCOCC1	-3.9%	10.1%	2.3%	-27.1%	6.2%	-0.3%	-18.7%	-0.7%
O=C(c1ccccc1F)N1C(=O)c2cccc3cccc1c23	?	?	?	3.3%	-8.3%	11.7%	-13.7%	18.6%[11.4 µM]
COC1=C(OC)C(=O)C(CCCCCCCCCCO)=C(C)C1=O	-0.7%&-5.7%	-8.6%	.	?	-0.7%	-2.4%&0.6%	?	.
CCS(=O)(=O)c1ccc(C(=O)NC)c(Cl)c1Cl	-3.0%	7.3%	-5.8%	-3.5%	3.2%	-1.5%	2.2%	7.0%
COc1ccc(N2C(=O)C(CC(=O)Nc3ccccc3)N(Cc3ccc(OC)c(OC)c3)C2=O)cc1 (stereo unspecified)	-8.4%	5.4%	2.8%	-7.7%	-1.0%	-0.4%	-6.8%	.
Cc1ccc(CN(C(=O)c2cc(=O)c3cc(C)cc(C)c3o2)C2CCS(=O)(=O)C2)cc1 (stereo unspecified)	7.7%	1.4%	.	-15.8%	-2.1%	-2.2%	-12.2%	-16.8%
O=C(Nc1ccccc1F)c1ccncc1	7.2%	4.7%	9.3%	-5.0%	10.2%	-0.9%	5.0%	.
CCN(CC)C(=O)c1sc2c(c1C)c(=O)n(-c1ccc(C)c(C)c1)c(=O)n2Cc1cccc(Cl)c1	4.3%	-6.5%	.	-6.0%	.	-0.2%	-0.1%	.
c1ccc(Nc2nc(N3CCNCC3)nc(N3CCOCC3)n2)cc1	-1.8%	-1.6%	-10.2%	3.0%	-3.6%	-0.9%	-1.7%	0.2%
CCOc1ccc(CCNC(=O)CS(=O)(=O)Cc2nc(-c3cccc(Cl)c3)oc2C)cc1	3.3%	-0.4%	.	-11.2%	.	1.6%	-11.8%	.
CO/N=C(/CS(=O)Cc1ccccc1Cl)c1ccc(Cl)cc1Cl (stereo unspecified)	-9.1%	-12.1%	-0.1%	-19.6%	-1.5%	1.1%	-18.1%	4.3%
CCC(=O)Nc1cccc(OCc2cc(=O)n3cc(C)ccc3n2)c1	-0.3%	7.9%	.	-11.2%	.	-2.1%	-2.5%	.
O=C(c1ccco1)N1CCN(c2ccnc3cc(Cl)ccc23)CC1	1.7%	-0.6%	-8.8%	-11.1%	1.9%	0.4%	-6.0%	0.1%
c1ccc(C[n+]2cccc(-c3ccccc3)c2)cc1	3.8%	-3.3%	8.6%	1.4%	6.7%	-4.3%	1.1%	6.8%
CCC(C)NC(=O)CN(c1ccc(OC)cc1)S(=O)(=O)c1ccccc1 (stereo unspecified)	2.6%	1.8%[2.34 µM]	-5.2%	-0.1%	-10.9%	4.0%	15.3%[2.34 µM]	9.5%
O=C(O)CC1(CC(=O)N2CCN(CCO)CC2)CCCC1	-1.0%	0.2%	-7.2%	0.5%	-1.8%	-3.7%	0.6%	-12.2%
CSc1ncc(F)c(N(CCO)CCO)n1	-6.5%	-4.5%	2.2%	-1.9%	-2.2%	-1.7%	2.0%	-5.8%
CC(=O)Nc1ccc(NC(=O)Cc2sc(-c3cccnc3)nc2-c2ccc(C)cc2)cc1	9.7%	0.3%	4.1%	?	-2.1%	-0.8%	?	-0.2%
CCOc1ccc(-c2nnc(-c3snc(-c4ccc(F)cc4)c3N=CN(C)C)o2)cc1	5.0%	-13.4%	?	-10.7%	6.6%	-0.9%	-14.0%	.
CC(=O)c1ccc(NC(=O)Nc2ccc3c(c2)nc(C)n3C)cc1	-0.2%	2.0%	16.8%	?	-5.1%	-0.9%	?	-5.3%
C=CCn1c(-c2oc3nc(-c4ccccc4)cc(-c4ccccc4)c3c2N)n[nH]c1=S	7.7%	-5.2%	?	?	10.6%	0.1%	?	7.9%
Cc1ccc(NC(=O)Cn2c([N+](=O)[O-])cnc2C)cc1	-2.3%	6.3%[2.34 µM]	1.6%	1.5%	5.8%	-6.1%	15.8%[2.34 µM]	-2.0%
CC(=O)N[C@@H]1c2c(ccc3ccccc23)OC[C@@H]1COC(C)=O	-3.5%	-5.1%	6.2%	-4.6%	5.4%	-3.6%	-4.0%	1.1%
Cc1ccc([N+](=O)[O-])cc1NC(=O)CN1CCCCC1	-2.9%	-3.1%	2.7%	3.1%	-9.0%	-1.2%	2.7%	7.7%
O=C(Nc1ccccc1C(F)(F)F)C1CC(=O)N(c2ccccc2F)C1 (stereo unspecified)	-12.7%	3.4%	?	6.2%	-1.1%	0.0%	12.0%	-13.3%
COCc1nnc(NC(=O)c2ccc(Cl)cc2[N+](=O)[O-])s1	2.8%[53 µM]	9.3%	?	5.7%	4.4%	-2.0%[53 µM]	11.9%	10.8%
COc1ccccc1-c1ccc(SCc2ccccc2)nn1	4.9%	7.1%	1.7%	-17.2%	0.9%	-0.4%	-11.9%	38.6%[activator]
CCCCSc1nnc(-c2ccc(NC(C)=O)cc2)n1C	1.7%	1.9%	6.1%	?	2.4%	-8.0%	1.1%	8.6%
CCOC(=O)COc1ccc2c(c1)c(C(=O)OCC)c(C)n2CC	-3.4%	-0.3%	-5.7%	-12.6%	-1.9%	-7.4%	-14.5%	.
O=C(O)c1cccc(-c2ccc(/C=N/Nc3nn[nH]n3)o2)c1	1.7%	0.7%	-2.0%	?	0.9%	-13.3%	0.2%	20µM*
CCCC(C)c1nnc(NC(=O)CN2C(=O)c3ccccc3C2=O)s1 (stereo unspecified)	1.0%	-2.0%	28.2µM*	-2.5%	3.1%	0.0%	-6.9%	4.6%
CN1CCN(c2nc(Nc3ccc(O)cc3)nc3ccccc23)CC1	-0.8%	3.2%	3.3%	?	2.9%	-2.0%	?	-25.4%
